High-throughput results from PubChem BioAssay.
Wnt bcat act = Wnt/beta-catenin pathway activation. AID 743398. activation, % at 9.35 µM. Wnt/beta-catenin reporter cell assay, activator, plate reader. hit rate 1.2% among 300,000; in the data active = activation above about 30%, passing the limit was not always enough;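 note: 0% = neutral control wells and 100% = positive control wells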
Keap1 Nrf2 FP = inhibitors of human Keap1-Nrf2 protein-protein interaction | Q14145 | inhibition, % at 9.4 µM | Keap1 Kelch-Nrf2 peptide fluorescence polarization, 1536-well | hit rate 0.15% among 340,000; in the data active = inhibition above about 12%;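 note: human Keap1 Kelch domain with fluorescein labeled Nrf2 9mer peptide probe; 0% = neutral control wells and 100% = peptide positive control; higher means more block of Keap1 binding to Nrf2 peptide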
Pemphigus Ab inh = blocks pemphigus antibody binding to human desmoglein-3; DSG3-coupled beads, scFv-anti-DSG3-GFP binding, flow cytometry; active compounds read low; AID 588358; binding (percent of control), % at 10 µM; hit rate 0.48% among 310,000;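 active = binding more than 3 SD below its plate's average and above zero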;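 note: hits lower antibody fragment binding to DSG3; some compounds called inactive have numbers as strong as hits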
C-LANA FP = inhibitors of KSHV LANA C-terminal domain DNA binding; MBP-C-LANA/FAM-LBS DNA binding, fluorescence polarization; inhibition, % at 9 µM; AID 504423; hit rate 0.078% among 340,000;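 active = highest replicate inhibition at or above 60% at 9 µM, even if other replicates fall short; inactive = all replicates below 60% inhibition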;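 note: 0% = neutral control wells and 100% = 4 µM acridine orange control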
V-ATPase pH = alters yeast V-ATPase proton transport; S. cerevisiae, pHLuorin cytosolic pH fluorescence; response, % at 10 µM; hit rate 0.37% among 350,000; AID 504577; in the data active = response mostly above about 7.3%, no sharp cut-off; inactive = mostly below about 5.4%; note: actives read high; inactives centre near 0; some compounds called inactive have numbers as strong as hits; reference of the scale not given here
cardiac RTF act = increases calcium sensitivity of human cardiac regulated thin filaments | hit rate 0.24% among 340,000 | P19429+P45379 | IANBD-labeled TnC RTF fluorescence at EC20 calcium; 0% EC20 calcium, 100% full calcium | activation, % at 7.2 µM;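 active = activation above the mean over all tested compounds plus 3 SD, cut at about 30% in these data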;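 note: rise in fluorescence read as greater calcium sensitivity of cardiac thin filaments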
Arrestin-AP2 inh = blocks beta-arrestin peptide binding to AP2 adaptin; FITC-arrestin peptide / GST-AP2 beads, flow cytometry; AP2 beta2 appendage carries R879A mutation; hit rate 0.31% among 340,000; inhibition, % at 10 µM;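 active = inhibition above a set limit, near 3 SD of compounds lacking own fluorescence, cut at about 54% in these data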;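 note: plate controls were DMSO wells for no effect and 5 µM unlabelled arrestin peptide for full effect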
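Material – GST-tagged AP2 beta2-adaptin appendage (R879A) on 4 µm glutathione beads · Probe or stimulus – fluorescein-tagged arrestin peptide at 50 nM final · Timing – 12 min plus 1 h, RT · Detection – bead flow cytometry, FITC channel · Read-out basis – inhibition as reduced fluorescein signal on beads, percent · Medium – PBS plus Tween 20 (0.05%) and BSA (0.1%)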
OPRM1-OPRD1 ag = OPRM1-OPRD1 heterodimerization agonism. P35372+P41143. cells, luminescence. activation, % at 9.3 µM. hit rate 0.3% among 340,000; in the data active = activation above about 18%;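 note: 0% = vehicle-treated cells and 100% = reference agonist; values of inactives mirror those of a sister screen read the other way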
Target sequence (P35372 whole entry, looked up): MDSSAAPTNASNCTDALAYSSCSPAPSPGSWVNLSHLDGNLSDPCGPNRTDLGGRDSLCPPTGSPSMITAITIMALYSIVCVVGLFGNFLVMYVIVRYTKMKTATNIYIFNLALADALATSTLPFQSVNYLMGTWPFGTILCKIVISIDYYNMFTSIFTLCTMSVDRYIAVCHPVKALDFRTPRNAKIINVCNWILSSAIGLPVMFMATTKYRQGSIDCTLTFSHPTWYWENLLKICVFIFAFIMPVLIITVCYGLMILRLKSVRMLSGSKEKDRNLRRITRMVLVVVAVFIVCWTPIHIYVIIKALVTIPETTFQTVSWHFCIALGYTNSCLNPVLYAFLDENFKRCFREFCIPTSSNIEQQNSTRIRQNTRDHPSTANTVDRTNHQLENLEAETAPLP
Target sequence (P41143 whole entry, looked up): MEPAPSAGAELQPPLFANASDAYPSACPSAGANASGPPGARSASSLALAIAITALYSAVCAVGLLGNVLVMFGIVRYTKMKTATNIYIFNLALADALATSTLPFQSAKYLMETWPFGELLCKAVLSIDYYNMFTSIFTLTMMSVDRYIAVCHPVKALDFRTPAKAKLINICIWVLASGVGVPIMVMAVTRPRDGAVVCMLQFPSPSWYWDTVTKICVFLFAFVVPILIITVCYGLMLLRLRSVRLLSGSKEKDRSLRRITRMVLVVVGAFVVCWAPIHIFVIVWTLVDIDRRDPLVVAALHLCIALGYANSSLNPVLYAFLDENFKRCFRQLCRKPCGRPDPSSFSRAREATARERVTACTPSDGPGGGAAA
Cardiac RTF inh = cardiac RTF calcium desensitization. P19429+P45379. IANBD-labeled cardiac RTF, Ca2+ fluorescence. inhibition, % at 7.15 µM. hit rate 0.12% among 340,000;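 active = inhibition above the mean inhibition of all tested compounds plus 3 SD, cut at about 17% in these data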;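 note: assay run at fixed EC70 calcium of 1.6 mM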
OPRM1-OPRD1 inv = inverse agonist of human OPRM1-OPRD1 heterodimerization. P35372+P41143. cell-based MOR-DOR heterodimer luminescence, inverse agonism. inhibition, % at 9.3 µM. hit rate 0.21% among 340,000. AID 504357; in the data active = inhibition above about 22%, passing the limit was not always enough;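 note: 0% = cells with DMSO and 100% = wells without cells with DMSO; values of inactives mirror those of a sister screen read the other way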
An asterisk follows results filed as active; . = no result given. No enrichment for hits; any-hit rate near 3.1%.

SMILES | Wnt bcat act | Keap1 Nrf2 FP | Pemphigus Ab inh | C-LANA FP | V-ATPase pH | cardiac RTF act | Arrestin-AP2 inh | OPRM1-OPRD1 ag | Cardiac RTF inh | OPRM1-OPRD1 inv
COc1ccc(NC(=O)CNC(=O)c2nn(-c3ccc(OC)cc3OC)c(=O)c3ccccc23)c(OC)c1 | 1.2 | 0.6 | . | -0.4 | -5.2 | 1.2 | 22.6 | -0.1 | -5.8 | 1.1
COC(=O)c1cc(C(=O)OC)n(Cc2ccc(F)cc2)c1C | -0.7 | -5.5 | 96.2 | 0.1 | -3.5 | 2.3 | 43.5 | 2.7 | 16.2 | -13.8
O=C(COc1ccc(S(=O)(=O)N2CCOCC2)cc1Cl)NCCCn1ccnc1 | -2.7 | 0.6 | 103.2 | -1.9 | -3.1 | -10.3 | 8.2 | -4.3 | 10.9 | 22.7
COc1ccc(C(=O)/C=C2/Sc3cc4c(cc3N2C)OCO4)cc1 | 5.4 | -0.3 | 109.8 | 1.1 | -49.0 | 4.5 | 36.2 | 1.1 | -8.8 | -5.8
O=C(COC(=O)C1=COCCO1)Nc1ccccc1OC(F)F | -1.5 | -2.9 | 113.3 | 3.0 | -4.7 | 1.3 | 5.8 | -1.7 | 11.3 | 8.2
COc1ccccc1C(=O)N1CCCC1(C#N)c1ccccc1 (centres undefined) | . | -6.2 | 104.6 | -0.2 | 2.9 | -1.4 | 2.3 | -0.8 | -5.2 | 4.2
CC(=O)CSc1nc(C(F)(F)F)cc(=O)n1-c1ccccc1 | -0.7 | -5.8 | 101.8 | -0.2 | 5.3 | -5.5 | -4.8 | -2.6 | -3.2 | 14.1
COc1cccc(NC(=O)CN(C)C(=O)C2CC(=O)N(CCc3ccc(OC)c(OC)c3)C2)c1 (centres undefined) | 2.2 | 3.4 | 101.3 | 0.9 | -2.2 | -0.4 | 7.5 | 0.2 | -5.8 | -0.8
Cc1cccc(N2CN(Cc3cccnc3)CNC2=S)c1 | 0.6 | 3.4 | 95.0 | -0.9 | 15.8* | -2.2 | 18.8 | -0.1 | -1.7 | 0.8
CC1(C)CC(=O)C=C(N2CCOCC2)C1 | -0.9 | -3.2 | 105.4 | -0.3 | 0.2 | 7.5 | 17.6 | 1.3 | -8.7 | -7.1
CCN1C(=O)CC(Sc2ccccc2N)C1=O (centres undefined) | -0.6 | -0.4 | 111.6 | 0.9 | 0.4 | 3.4 | -1.7 | 0.4 | -4.3 | -1.8
COc1ccc(CNC(=O)c2cc(-c3ccc(OC)c(OC)c3)on2)cc1 | . | -1.3 | 105.0 | -0.1 | -5.4 | 8.1 | -0.9 | 1.7 | -6.0 | -9.0
CC(C)c1ccc(C(=O)CSc2n[nH]c(-c3ccncc3)n2)cc1 | -5.4 | 1.7 | 93.0 | 0.9 | 1.2 | 2.1 | -3.1 | -1.0 | 0.8 | 5.1
C=CCOc1ccc(C=Nc2ccc(Cl)cc2)c(O)c1 | -0.5 | 4.5 | 103.9 | 3.7 | -2.6 | -1.3 | 8.9 | 1.4 | -5.4 | -7.0
CC(=O)Nc1ccc(N2CCCCC2)c(C(=O)Nc2cccc(C)c2)c1 | . | -2.7 | . | 1.0 | 6.5 | 3.2 | 2.9 | 2.6 | -5.2 | -13.1

3 neighbouring entries out of the list so far:
SMILES | Wnt bcat act | Keap1 Nrf2 FP | Pemphigus Ab inh | C-LANA FP | V-ATPase pH | cardiac RTF act | Arrestin-AP2 inh | OPRM1-OPRD1 ag | Cardiac RTF inh | OPRM1-OPRD1 inv
CC(C)c1ccc(C(=O)CSc2n[nH]c(-c3ccncc3)n2)cc1 | -5.4 | 1.7 | 93.0 | 0.9 | 1.2 | 2.1 | -3.1 | -1.0 | 0.8 | 5.1
C=CCOc1ccc(C=Nc2ccc(Cl)cc2)c(O)c1 | -0.5 | 4.5 | 103.9 | 3.7 | -2.6 | -1.3 | 8.9 | 1.4 | -5.4 | -7.0
CC(=O)Nc1ccc(N2CCCCC2)c(C(=O)Nc2cccc(C)c2)c1 | . | -2.7 | . | 1.0 | 6.5 | 3.2 | 2.9 | 2.6 | -5.2 | -13.1

Full records, looked up by structure. Screens in order: Wnt bcat act, Keap1 Nrf2 FP, Pemphigus Ab inh, C-LANA FP, V-ATPase pH, cardiac RTF act, Arrestin-AP2 inh, OPRM1-OPRD1 ag, Cardiac RTF inh, OPRM1-OPRD1 inv
Cc1cccc(N2CN(Cc3cccnc3)CNC2=S)c1 across the screens: 0.6, 3.4, 95.0, -0.9, 15.8*, -2.2, 18.8, -0.1, -1.7, 0.8
COc1ccccc1C(=O)N1CCCC1(C#N)c1ccccc1 (centres undefined) across the screens: ., -6.2, 104.6, -0.2, 2.9, -1.4, 2.3, -0.8, -5.2, 4.2

Back to the main list, repeating the 2 entries before the break.
SMILES | Wnt bcat act | Keap1 Nrf2 FP | Pemphigus Ab inh | C-LANA FP | V-ATPase pH | cardiac RTF act | Arrestin-AP2 inh | OPRM1-OPRD1 ag | Cardiac RTF inh | OPRM1-OPRD1 inv
C=CCOc1ccc(C=Nc2ccc(Cl)cc2)c(O)c1 | -0.5 | 4.5 | 103.9 | 3.7 | -2.6 | -1.3 | 8.9 | 1.4 | -5.4 | -7.0
CC(=O)Nc1ccc(N2CCCCC2)c(C(=O)Nc2cccc(C)c2)c1 | . | -2.7 | . | 1.0 | 6.5 | 3.2 | 2.9 | 2.6 | -5.2 | -13.1
O=C(CC1C(=O)NCCN1C/C=C/c1ccccc1)NCCCC1CCCC1 (centres undefined) | -0.4 | 0.4 | 102.8 | -1.3 | 0.1 | 1.0 | -1.3 | -2.7 | -3.0 | 14.6
CCN1C[C@@H]2[C@@H]3C(=O)N(Cc4ccccc4)C(=O)[C@@H]3[C@](CC)(C1=O)N2C(=O)c1ccccc1 | -1.3 | 3.5 | 100.9 | 0.0 | -3.2 | 4.3 | 4.2 | -4.0 | -5.6 | 23.3
COc1ccc(NC(=S)NCCc2c[nH]c3ccccc23)c(OC)c1 | -1.9 | 0.1 | 99.1 | 0.9 | 0.1 | -8.3 | -2.0 | 0.3 | -15.4 | -2.2
CSCC[C@H](NC(=O)CCCn1nnc2ccccc2c1=O)C(=O)O | 4.5 | -3.2 | 96.4 | 1.8 | 2.1 | 1.6 | -2.3 | -1.1 | -4.0 | 5.4
Cn1c(-c2ccc(Cl)cc2)cnc1N | -6.5 | -1.5 | 99.0 | 2.3 | -3.1 | -2.1 | 30.1 | -5.8 | -5.6 | 28.8
CCOC(=O)C(=CNc1cc(C)nn1-c1ccc(Cl)cc1)C(=O)OCC | 19.9 | -3.5 | 102.4 | -0.4 | -4.3 | 2.1 | 7.1 | 8.1 | -7.4 | -42.5
Cc1ccc(NC(=O)COC(=O)C2CC3C=CC2C3)cc1S(=O)(=O)N1CCCCC1 (centres undefined) | 0.8 | -2.1 | 99.1 | -4.3 | -4.0 | -0.8 | 14.1 | 1.2 | -20.5 | -6.5
COC(=O)c1nnn(CC(=O)Nc2cc(Cl)ccc2C)c1C(=O)OC | -0.8 | -3.2 | . | 0.8 | -0.9 | -2.1 | 4.3 | -0.4 | -8.2 | 2.4
Nc1nc(C(=O)N2CCOCC2)nn1S(=O)(=O)c1ccccc1 | . | -10.9 | . | 0.3 | 4.9 | -1.8 | 3.4 | 0.6 | 7.8 | -3.5
Cc1nn(C)c(C(=O)N2CCOCC2)c1Cl | . | -0.4 | 105.4 | -0.8 | -2.5 | -1.0 | 8.2 | 0.7 | -5.3 | -3.5
COc1ccc2oc(=N)c(C(=O)Nc3ccccc3)cc2c1 | . | -1.3 | 105.0 | -1.6 | -0.1 | -2.7 | -4.3 | 0.0 | -0.5 | 0.2
O=C(N/N=C/C1CC=CCC1)c1ccc(Cl)cc1O (centres undefined) | -2.9 | 1.8 | 104.2 | 1.1 | -0.3 | 8.6 | -3.0 | -1.0 | -13.5 | 4.7
